# Yp Topo-I inh: Y. pestis Topo-I inhibition via cleavage products. Y. pestis Topo-I cleavage product accumulation, plate reader. activity, % at 10 µM. hit rate 0.064% among 360,000. AID 504884; in the data active = activity above about 50%, passing the limit was not always enough; inconclusive = no clear call, values can overlap the other calls; also: inactives centre near 2
# 3CLpro inhibitor: SARS-CoV 3CLpro protease inhibition. P0C6X7. recombinant SARS-CoV 3CLpro, quenched FRET peptide cleavage. inhibition, % at 6 µM. hit rate 0.14% among 290,000; in the data active = inhibition above about 12%
# CCHF vOTU inh: CCHFV vOTU protease inhibition. Pep-AMC fluorescence. inhibition, % at 11.5 µM. hit rate 0.55% among 370,000. AID 651958; in the data active = inhibition above about 30%; also: 0% = vehicle wells with enzyme and 100% = no enzyme wells
# Anthrax LF prot: inhibitors of Bacillus anthracis lethal factor protease; P15917; multiplex microsphere protease cleavage assay, LF; inhibition, % at 10 µM; hit rate 0.12% among 360,000; also: plate controls were buffer without enzyme for full effect and enzyme alone for no effect
# DUSP3 inh: inhibitors of human VHR1 phosphatase (DUSP3); P51452; hit rate 0.52% among 290,000; AID 1654; inhibition, % at 13.3 µM; recombinant VHR phosphatase, pNPP absorbance; in the data active = inhibition above about 50%; also: some compounds called inactive have numbers as strong as hits
# BoNT-A LC inh2: inhibitors of Botulinum neurotoxin A light chain protease | AID 588499 | inhibition, % at 10 µM | hit rate 0.17% among 360,000 | multiplex microsphere protease substrate cleavage, flow cytometry; also: plate controls were buffer without enzyme for full effect and enzyme alone for no effect
# PfHsp40 yeast: restores yeast growth despite PfHsp40 toxicity. S. cerevisiae expressing PfHsp40, growth rescue, ATP luminescence. growth rescue, % at 12.5 µM. hit rate 0.68% among 340,000; in the data active = growth rescue above about 28%, passing the limit was not always enough; inconclusive = no clear call, values can overlap the other calls;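 also: yeast W303a lacking pdr1 and pdr3 grown in galactose medium; growth measured after three days at 30 °C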
# SSB-PriA inh: K. pneumoniae PriA-SSBct interaction inhibition; hit rate 0.6% among 430,000; inhibition, % at 33 µM; AlphaScreen SSBct-PriA binding, biotinylated peptide; in the data active = inhibition mostly above about 37%, no sharp cut-off; inactive = mostly below about 20%;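 also: plate controls were negative control peptide for no effect and reference peptide for full effect; strong numbers were not always called active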
# Vc quorum ag: quorum light induction in luxS cqsA deficient V. cholerae. AID 588436. V. cholerae BH1578 lux reporter, luminescence, 6 h. hit rate 0.16% among 350,000. activation, % at 18.7 µM; in the data active = activation mostly above about 9.7%, no sharp cut-off; inconclusive = no clear call, values can overlap the other calls; inactive = mostly below about 3.7%; also: not every result past the cut was called active; inactives centre near 0; reference of the scale not given here
# TcdB GH inh: blocks C. difficile toxin B glycohydrolase activity; P18177; TcdB glycohydrolase enzymatic assay, plate reader; inhibition, % at 9.99 µM; hit rate 0.24% among 350,000; in the data active = inhibition above about 10%
# Target sequence (P18177 whole entry, looked up): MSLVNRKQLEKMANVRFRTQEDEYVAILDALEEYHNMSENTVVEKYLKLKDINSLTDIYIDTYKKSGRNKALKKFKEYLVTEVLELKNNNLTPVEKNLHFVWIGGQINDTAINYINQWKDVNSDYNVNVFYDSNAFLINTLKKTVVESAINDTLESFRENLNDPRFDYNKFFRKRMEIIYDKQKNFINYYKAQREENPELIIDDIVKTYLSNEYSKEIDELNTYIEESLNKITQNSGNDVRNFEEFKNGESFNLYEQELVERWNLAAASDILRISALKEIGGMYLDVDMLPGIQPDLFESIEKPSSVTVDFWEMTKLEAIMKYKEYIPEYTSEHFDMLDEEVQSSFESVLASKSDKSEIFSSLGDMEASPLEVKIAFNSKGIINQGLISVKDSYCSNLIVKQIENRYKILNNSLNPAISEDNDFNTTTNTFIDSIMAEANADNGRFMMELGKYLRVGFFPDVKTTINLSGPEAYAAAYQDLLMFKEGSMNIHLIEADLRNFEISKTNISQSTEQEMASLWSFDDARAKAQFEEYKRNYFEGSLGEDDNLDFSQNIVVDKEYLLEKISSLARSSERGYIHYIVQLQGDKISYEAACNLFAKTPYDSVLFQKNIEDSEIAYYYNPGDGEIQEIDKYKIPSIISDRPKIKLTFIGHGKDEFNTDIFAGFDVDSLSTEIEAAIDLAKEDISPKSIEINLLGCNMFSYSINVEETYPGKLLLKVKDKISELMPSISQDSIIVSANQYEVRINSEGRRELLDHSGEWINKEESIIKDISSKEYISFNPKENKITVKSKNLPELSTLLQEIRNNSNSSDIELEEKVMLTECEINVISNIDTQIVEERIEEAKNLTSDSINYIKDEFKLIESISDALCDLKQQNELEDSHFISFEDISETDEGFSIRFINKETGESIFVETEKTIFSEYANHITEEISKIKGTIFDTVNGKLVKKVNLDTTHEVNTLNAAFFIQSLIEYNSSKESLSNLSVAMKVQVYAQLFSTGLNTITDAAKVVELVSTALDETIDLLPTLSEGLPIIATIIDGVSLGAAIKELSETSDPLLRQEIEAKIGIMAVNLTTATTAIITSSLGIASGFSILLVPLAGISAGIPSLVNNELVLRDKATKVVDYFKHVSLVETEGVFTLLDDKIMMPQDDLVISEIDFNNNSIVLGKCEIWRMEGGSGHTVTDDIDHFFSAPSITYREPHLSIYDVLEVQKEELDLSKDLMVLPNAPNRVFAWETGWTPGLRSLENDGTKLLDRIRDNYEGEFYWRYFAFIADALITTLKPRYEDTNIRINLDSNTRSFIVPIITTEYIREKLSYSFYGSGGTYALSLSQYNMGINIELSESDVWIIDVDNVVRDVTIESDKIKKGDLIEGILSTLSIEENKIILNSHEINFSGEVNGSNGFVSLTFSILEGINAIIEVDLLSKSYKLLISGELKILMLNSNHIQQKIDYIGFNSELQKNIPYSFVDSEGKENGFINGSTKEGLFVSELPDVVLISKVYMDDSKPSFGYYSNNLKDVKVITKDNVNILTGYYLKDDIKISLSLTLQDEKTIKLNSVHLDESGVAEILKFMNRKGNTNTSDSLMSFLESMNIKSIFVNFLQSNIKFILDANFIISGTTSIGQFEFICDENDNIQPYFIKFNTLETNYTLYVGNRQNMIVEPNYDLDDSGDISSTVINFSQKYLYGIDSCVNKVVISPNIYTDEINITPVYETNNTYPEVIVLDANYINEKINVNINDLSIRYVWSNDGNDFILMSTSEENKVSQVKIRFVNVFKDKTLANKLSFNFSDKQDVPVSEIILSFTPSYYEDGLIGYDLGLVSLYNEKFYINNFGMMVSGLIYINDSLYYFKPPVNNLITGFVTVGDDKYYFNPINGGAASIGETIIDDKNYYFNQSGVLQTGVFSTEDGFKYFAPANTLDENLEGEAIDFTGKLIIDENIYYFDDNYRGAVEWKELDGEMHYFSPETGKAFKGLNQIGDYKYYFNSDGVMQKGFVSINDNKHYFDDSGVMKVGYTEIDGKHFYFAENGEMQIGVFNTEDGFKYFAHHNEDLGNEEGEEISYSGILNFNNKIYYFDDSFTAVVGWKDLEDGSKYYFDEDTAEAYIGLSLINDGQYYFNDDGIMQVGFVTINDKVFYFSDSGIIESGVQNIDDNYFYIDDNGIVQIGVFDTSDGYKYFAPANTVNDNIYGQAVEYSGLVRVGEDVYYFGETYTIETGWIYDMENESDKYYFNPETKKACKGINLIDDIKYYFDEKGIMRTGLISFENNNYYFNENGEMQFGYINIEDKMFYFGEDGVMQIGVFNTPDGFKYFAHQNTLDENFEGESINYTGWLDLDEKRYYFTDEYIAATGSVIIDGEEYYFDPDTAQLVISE
# Active calls of the source: *; i = inactive; ? = inconclusive; nt = not tested or not shown. Rule as the data show it, unless noted: active = inhibition above about 30%; inconclusive = no clear call, values can overlap the other calls; inactive = below that. These rows are one share of the data; rates above refer to the full screens.
SMILES,Yp Topo-I inh,3CLpro inhibitor,CCHF vOTU inh,Anthrax LF prot,DUSP3 inh,BoNT-A LC inh2,PfHsp40 yeast,SSB-PriA inh,Vc quorum ag,TcdB GH inh
C=C(C)C1CC=C(C)/C(=N/NC(=O)COc2ccc(Cl)cc2)C1 (stereo unspecified),-9,-5,-12,0,-2,0.4,0.4,nt,-0.2,1.4
Cc1c(C)c(C)c2[nH]c(=S)[nH]c2c1C,-8,-1,16,nt,18,nt,0.3,-9,-0.4,-4.6
CC(C)(C)n1cnc2cc(NS(=O)(=O)c3ccccc3)ccc21,-3,0,-2,-2,-1,-0.3,-0.3,-21,i,nt
CCn1cc(C(=O)N[C@H](C(=O)NC(C)(C)CO)C(C)C)c(=O)c2cc3c(cc21)OCO3,-5,-4,-7,-1,28,-2.9,0.5,-2,i,1.5
CC(CCc1ccccc1)NC(=O)COC(=O)c1cccn1C (stereo unspecified),-5,nt,-10,nt,nt,nt,0.0,-5,-1.7,0.5
CCn1c(=O)n(CC)c2cc(S(N)(=O)=O)c(C)cc21,9,3,-14,7,4,8.2,-1.2,6,1.0,nt
CCCOc1ccc(/C=C/c2c([N+](=O)[O-])c(=O)n(C)c(=O)n2C)cc1,-13,-4,-2,-14,4,?,-1.3,-8,i,0.6
Cn1cc(CC(=O)N2CCN(c3ccc(Cl)cc3)CC2)c2ccccc21,-2,3,9,1,20,0.4,-0.6,12,i,nt
CCOC(=O)C1CCN(S(=O)(=O)c2c(C)[nH]c(C)c2C(=O)N2CCCC2)CC1,3,-4,-10,2,42,0.5,0.4,-2,-0.1,3.0
COC(=O)c1c(NC(=O)CN2CCC3(O)CCCCC3C2c2cc(OC)ccc2OC)sc(C)c1C (stereo unspecified),9,2,14,-1,-7,0.3,1.5,3,i,nt
O=C(CN1C(=O)c2ccccc2S1(=O)=O)Nc1ccccc1C(=O)NCc1ccco1,2,0,3,0,9,-0.6,-0.7,5,0.0,nt
COc1cc(C(=O)N/C(=C/c2ccc(F)cc2)C(=O)NC(C(=O)O)c2ccccc2)cc(OC)c1OC (stereo unspecified),11,-4,10,-8,7,0.7,-0.9,-6,-0.5,1.2
CCN1CCN(CC(=O)Nc2ccc(C)c(Br)c2)CC1,4,-7,8,14,18,-2.2,0.0,9,-0.9,-0.8
CN(Cc1ccccc1)C(=O)COC(=O)c1ccc2c(c1)OCO2,0,-2,2,1,14,-0.7,0.9,3,i,nt
Cn1c(CC(=O)Nc2ccccc2)nnc1SCC(=O)NC1CCCC1,0,-6,-16,6,3,2.8,-0.7,-1,-0.2,0.0
COc1ccc(/C=C/C(=O)OCC(=O)c2ccc3c(c2)NC(=O)CO3)c(OC)c1,4,2,4,-1,-3,0.1,-1.5,-6,i,0.8
COC(=O)/C=C/c1c(C)nc(NCc2ccccc2)nc1Cl,8,2,2,-2,6,-2.4,1.0,-6,i,1.6
COc1ccc(C(=O)NC(=S)NC(C)C)cc1Br,15,0,13,3,27,-0.1,5.6,0,-0.6,nt
C#CCN(C[C@@H]1[C@@H](OC(=O)Nc2c(C)noc2C)[C@@H](OC(=O)Nc2c(C)noc2C)Cn2c(=O)n(CCCCCC)c(=O)n21)S(=O)(=O)c1ccc(C)cc1,22,nt,9,0,nt,0.8,nt,nt,-0.4,0.4
COCC(C)NC(=O)Cn1c(SCc2ccccc2)nc2ccccc21 (stereo unspecified),4,-1,2,10,1,2.7,0.2,-12,i,1.9
COc1ccc(OC)c(-n2c(SCC(=O)N3CCc4ccccc43)nc3c(c2=O)SCC3)c1,11,5,nt,-4,39,-0.8,0.3,-13,i,nt
CN1CCN(C(c2ccc(C(F)(F)F)cc2)c2ccc3cccnc3c2O)CC1 (stereo unspecified),nt,3,-9,nt,5,nt,nt,12,nt,-1.9
OC(c1ccccn1)(c1ccccn1)c1ccccn1,2,-3,-16,-5,7,-0.5,-0.9,79*,i,nt
O=C1c2ccccc2-n2nnc(-c3ccccc3)c2C2c3cc(Br)ccc3CCN12 (stereo unspecified),nt,nt,-6,5,nt,0.4,nt,nt,nt,0.5
CN1C(=O)CSc2ccc(C(=O)O)cc21,1,-7,-2,1,29,0.4,-0.2,-2,-0.2,1.4
O=C(Nc1ccc(C(=O)N2CCN(c3ccccc3)CC2)cc1)C1=CSCCO1,24,-2,9,-2,20,0.0,2.9,15,i,0.3
CC1CCN(S(=O)(=O)N2CCC(C(=O)NCCC3=CCCCC3)CC2)CC1,21,0,-1,-1,6,-0.2,0.6,-9,0.4,1.9
O=C(Nc1cccnc1)C1CCN(S(=O)(=O)c2ccc(Cl)cc2)CC1,-3,3,-3,1,23,0.6,-1.3,-7,i,0.6
COC(=O)N(C)c1nc2ccccc2s1,0,0,12,-5,2,0.5,-0.2,-5,i,nt
CCOC(=O)c1c(C)[nH]c(C(=O)COC(=O)CCSc2ccccc2)c1C,18,2,6,-4,-2,-0.2,-0.8,6,0.7,nt
O=C(Nc1ccc(-n2nncc2-c2ccco2)cc1)c1cc2ccccc2oc1=O,3,-2,nt,1,61,1.8,-0.6,46*,-0.2,nt
O=C(Nc1ccc(S(=O)(=O)N2CCCC2)cc1)c1ccccc1,5,nt,4,-4,nt,-2.4,0.5,2,-0.7,1.2
NC(=O)c1ccccc1OCC(=O)N1CCCC1c1ccc2c(c1)OCCCO2 (stereo unspecified),-7,nt,-2,-4,nt,-4.7,-0.9,-16,-0.9,1.2
Cc1cccc(-n2nnc3c(=O)n(CC(=O)Nc4cc(C)on4)cnc32)c1,2,2,6,-6,26,3.1,-0.4,0,i,1.7
Cc1ccc2c(c1)-c1ccccc1S(=O)(=O)N2,0,-1,-15,2,-1,-1.1,0.7,-6,-0.3,nt
CC(=O)NCc1ccc(S(=O)(=O)NC(C)CCc2ccccc2)cc1 (stereo unspecified),5,-1,16,1,17,-0.2,0.6,11,i,3.1
Cc1ccc(C)c(N2CCN(C(=O)c3cc4ccccc4oc3=O)CC2)c1,31,5,8,0,13,-0.7,-1.2,-17,-0.4,0.2
O=C(CN1C(=O)COc2ccccc21)N(Cc1cccnc1)Cc1cccc(F)c1,10,0,5,0,18,?,-0.5,-6,-0.2,nt
O=C(c1ccco1)C12CN3CN(CN(C3)C1)C2,-4,5,5,-4,9,3.5,1.6,-28,6.2,nt
CC(=O)Nc1cc(C(=O)N2CCCC2)ccc1Sc1ccc(Cl)cc1,9,-3,-5,-2,19,-0.4,0.0,-4,i,nt
Nc1ccc(C(=O)NCc2ccccc2)cc1,-8,4,9,-3,29,-1.7,-1.2,-6,-2.6,1.3
O=S(=O)(Nc1ccc(O)c2ncccc12)c1ccccc1F,1,nt,62*,-11,nt,-0.5,nt,nt,-1.0,2.4
COc1ccc(Oc2nc(-c3cccnc3)nc3ccccc23)cc1,4,5,-8,-6,2,?,-0.9,-12,i,2.4
Fc1ccc(Nc2ccnc(C(F)(F)F)c2)cc1,0,-5,7,-13,22,-1.8,1.1,-6,8.3,1.4
COc1ccc(CC(=O)Nc2ccc(S(=O)(=O)NCC3CCCO3)cc2)cc1 (stereo unspecified),-1,0,-13,2,3,0.6,0.2,12,-1.9,nt
COc1cccc(SCc2noc(C(=O)NC(C)C)c2C(=O)NC(C)C)c1,14,nt,-1,-5,nt,0.1,-0.4,-16,i,2.6
O=C(COc1ncnc2cc([N+](=O)[O-])ccc12)NCCc1ccc(Cl)cc1,-8,-2,7,-6,29,0.8,-0.9,3,-0.3,0.4
CCOC(=O)CN(C(=O)COC(=O)C1=NNC(=O)CC1)c1ccc(F)cc1,28,nt,6,-5,nt,-0.3,-0.3,-7,0.0,2.3
NC1=NC2=C(CCCC2)C2(CCCCC2)S1,8,-5,2,?,14,2.6,-0.2,6,-0.3,nt
O=c1cc(CS(=O)(=O)c2ccccc2)nc(-c2ccncc2)[nH]1,4,2,-3,-2,24,0.2,-0.7,-16,-1.8,-0.2
CC1CCCCC1NC(=O)CSc1nnc(-c2ccco2)n1C (stereo unspecified),5,nt,8,-3,nt,-0.5,-0.3,-14,i,1.2
Cc1ccc(CNC(=O)c2cc3c(=O)n(C)c4ccccc4c3n2C)o1,30,1,4,-5,29,-1.3,1.1,-13,-0.4,-0.7
CSc1ccccc1OCc1cc(C(=O)N(C)Cc2ccncn2)no1,0,4,-5,-1,-21,-1.0,1.8,9,-4.5,-0.1
CCN(CC)CCCNC(=O)CSc1nc(-c2cccs2)cc(C(F)(F)F)n1,3,4,-3,-3,-5,0.6,0.4,-9,i,-0.5
Cc1ccc(C)c(/C=C2\N=C(c3ccccc3F)OC2=O)c1,2,4,-10,6,4,0.0,2.7,-18,-0.3,1.3
CCn1c(SCC(=O)Nc2ccc3c(c2)OCCO3)nnc1-c1cccnc1,2,1,0,-4,19,-3.5,1.7,-2,-0.1,2.3
CNC(=O)CSc1nnnn1CCCOC,3,-1,3,-1,24,0.4,-1.1,1,0.9,nt
COc1ccccc1CNC(=O)c1cccc(C)c1[N+](=O)[O-],-3,-1,1,-2,-18,-2.0,0.1,0,i,1.0
COc1ccc(Br)cc1CN(C)C(C)C(=O)Nc1cccc(C(C)=O)c1 (stereo unspecified),13,-5,14,0,19,-1.1,-0.5,-11,i,0.8
CC(C)c1cccc(C(C)C)c1NC(=O)COC(=O)C1CCC1,-1,nt,-2,0,nt,-2.9,1.3,-2,-7.1,0.9
# Later entries.
SMILES,Yp Topo-I inh,3CLpro inhibitor,CCHF vOTU inh,Anthrax LF prot,DUSP3 inh,BoNT-A LC inh2,PfHsp40 yeast,SSB-PriA inh,Vc quorum ag,TcdB GH inh
Cc1n[nH]c(C)c1N1C(=O)c2cccc3cc(Br)cc(c23)C1=O,8,9,5,0,-10,0.6,-0.5,-5,-1.0,nt
CCOC(=O)c1nc(C)sc1-c1ccnn1S(=O)(=O)c1cccc(Cl)c1,38,3,-3,-1,13,-0.6,-0.3,-4,-0.3,0.6
COC(=O)/C=C1/S/C(=N/N=C/c2ccco2)NC1=O,1,0,6,nt,13,nt,nt,nt,-0.4,1.2
COc1ccc(CCCc2nnc(SCc3nc4ccccc4c(=O)[nH]3)n2C)c(C)c1,11,-2,-17,1,16,0.3,1.5,-7,-3.7,0.9
CCn1c2ccc(F)cc2c2nnc(NN)nc21,-4,2,-2,-4,-24,-1.6,-1.5,9,1.0,nt
O=C(NCc1cccc(Cl)c1)C1Cc2c(-c3ccccc3)ccnc2O1 (stereo unspecified),15,nt,-9,3,nt,0.4,nt,nt,0.1,-0.4
O=C1C=C(O)c2c(O)cc(O)c(O)c2C1=O,-2,nt,12,-12,nt,-1.5,248*,11,-0.4,-1.3
COc1ccccc1CCNC(=O)C1CCC(=O)N(Cc2ccccc2OC)C1 (stereo unspecified),10,2,18,-2,30,0.5,0.1,0,-3.6,0.5
O=C(NC1CCCC1)C1CCCN1C(=O)Oc1ccccc1 (stereo unspecified),3,-1,10,-5,-1,0.1,-1.5,-9,3.3,0.4
COc1ccc(C(=O)CSc2nnc(-c3ccco3)n2CC2CCCO2)cc1 (stereo unspecified),15,1,1,2,-10,-0.6,-1.1,-8,-0.3,nt

# At a glance, some entries already given.
SMILES,Yp Topo-I inh,3CLpro inhibitor,CCHF vOTU inh,Anthrax LF prot,DUSP3 inh,BoNT-A LC inh2,PfHsp40 yeast,SSB-PriA inh,Vc quorum ag,TcdB GH inh
O=C(NCc1cccc(Cl)c1)C1Cc2c(-c3ccccc3)ccnc2O1 (stereo unspecified),15,nt,-9,3,nt,0.4,nt,nt,0.1,-0.4
O=C1C=C(O)c2c(O)cc(O)c(O)c2C1=O,-2,nt,12,-12,nt,-1.5,248*,11,-0.4,-1.3
COc1ccccc1CCNC(=O)C1CCC(=O)N(Cc2ccccc2OC)C1 (stereo unspecified),10,2,18,-2,30,0.5,0.1,0,-3.6,0.5
O=C(NC1CCCC1)C1CCCN1C(=O)Oc1ccccc1 (stereo unspecified),3,-1,10,-5,-1,0.1,-1.5,-9,3.3,0.4

# Screening results (PubChem BioAssay)
